High-throughput results (PubChem BioAssay)
RBBP9 inhibitor – blocks human serine hydrolase RBBP9 | O75884 | recombinant RBBP9, FP-Rh probe fluorescence polarization | inhibition, % at 7.94 µM | hit rate 0.2% among 220,000;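 active = inhibition above the campaign mean of all tested compounds plus 3 SD, cut at about 14% in these data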;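 also: plate controls were DMSO wells with RBBP9 for no effect and wells lacking RBBP9 protein for full effect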
Target sequence (O75884 whole entry, looked up): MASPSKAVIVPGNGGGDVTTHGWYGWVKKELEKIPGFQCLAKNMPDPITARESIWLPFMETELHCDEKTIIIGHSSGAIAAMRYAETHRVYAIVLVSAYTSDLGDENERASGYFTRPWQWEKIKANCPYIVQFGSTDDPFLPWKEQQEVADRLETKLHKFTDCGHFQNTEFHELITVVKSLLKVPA
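Controls: DMSO-treated enzyme wells and wells lacking RBBP9 | Material: RBBP9 protein | Technique: Fluorescence polarization | Replication: Single well per compound, no replicates | Buffer or medium: Tris-NaCl-Pluronic buffer, pH 8.0 | Timing: 30 min compound preincubation, 45 min probe labeling, 25 °C | Read-out basis: Percent inhibition from mP, scaled between DMSO and no-protein wells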
NCF1 inh – blocks human p47phox regulatory protein of NADPH oxidases; p47phox/p22phox peptide binding, fluorescence polarization, 2 h; inhibition, % at 24.7 µM; hit rate 0.53% among 220,000; AID 1274;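 active = inhibition above about 30%, limit read from the data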;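 also: 0% = p47phox with labelled peptide and 100% = labelled peptide alone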
EBV gp42 inh – EBV gp42 inhibition. Q1HVG2. Fluorescence polarization binding assay, mP read-out. inhibition, % (tested at 21.74 µM). hit rate 0.42% among 220,000. AID 1085; in the data active = inhibition above about 50%
Target sequence (Q1HVG2 whole entry, looked up): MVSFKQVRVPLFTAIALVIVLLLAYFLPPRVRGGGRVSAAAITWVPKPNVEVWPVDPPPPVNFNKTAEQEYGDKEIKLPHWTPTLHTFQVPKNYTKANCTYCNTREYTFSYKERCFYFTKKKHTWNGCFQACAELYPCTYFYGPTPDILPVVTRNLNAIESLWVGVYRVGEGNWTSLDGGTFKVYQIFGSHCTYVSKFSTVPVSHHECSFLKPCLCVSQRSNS
Calpain2 inh – blocks pig calpain II enzyme activity; purified calpain II, fluorogenic peptide substrate, 30 min; inhibition, % at 16 µM; hit rate 0.37% among 220,000; AID 1236;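 active = inhibition above about 50%, limit read from the data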
p97 ATPase inh – blocks human p97 ATPase activity; recombinant p97 ATPase, Kinase-Glo ATP luminescence, 3 h; hit rate 0.42% among 220,000; AID 1481; inhibition, % at 8 µM; in the data active = inhibition above about 15%;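 also: 0% = DMSO vehicle and 100% = wells lacking enzyme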
Runt-SMMHC FRET – blocks binding of human RUNX1 Runt domain to CBFb-SMMHC; hit rate 0.74% among 220,000; AID 1434; Cerulean-Runt/Venus-CBFb-SMMHC FRET ratio 530/480, 1 h; inhibition, % at 20 µM;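 active = mean inhibition across duplicate retests at 20 µM reaching about 50%, limit read from the data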;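 also: 0% = DMSO wells and 100% = wells with excess untagged CBFb-SMMHC; inhibitors lower the FRET ratio by blocking Runt binding to CBFb-SMMHC; some results filed as inactive read as strong as hits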
Furin inhibitor – human furin inhibition. AID 463115. purified furin, fluorogenic substrate cleavage. inhibition, % at 30 µM. hit rate 0.061% among 220,000. P09958; in the data active = inhibition above about 25%; also: inactives centre near -15
Target sequence (P09958 108-714 limits assumed): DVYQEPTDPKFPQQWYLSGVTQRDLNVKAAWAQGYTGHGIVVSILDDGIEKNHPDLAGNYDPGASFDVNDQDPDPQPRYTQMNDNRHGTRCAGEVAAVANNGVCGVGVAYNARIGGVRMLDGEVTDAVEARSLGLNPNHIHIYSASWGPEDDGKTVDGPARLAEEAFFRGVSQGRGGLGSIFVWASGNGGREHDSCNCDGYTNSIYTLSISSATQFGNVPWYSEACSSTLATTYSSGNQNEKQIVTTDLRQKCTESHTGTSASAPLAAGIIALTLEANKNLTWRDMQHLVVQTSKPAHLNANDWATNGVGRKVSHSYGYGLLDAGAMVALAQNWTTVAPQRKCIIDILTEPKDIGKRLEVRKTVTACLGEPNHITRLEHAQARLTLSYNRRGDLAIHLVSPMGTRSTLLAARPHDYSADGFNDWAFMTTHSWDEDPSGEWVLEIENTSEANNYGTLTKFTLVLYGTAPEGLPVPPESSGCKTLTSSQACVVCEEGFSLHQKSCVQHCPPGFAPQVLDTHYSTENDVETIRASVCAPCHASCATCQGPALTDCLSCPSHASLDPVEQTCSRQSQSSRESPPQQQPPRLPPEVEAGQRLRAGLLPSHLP
Runt-CBFb FRET – Runt domain-CBFb interaction inhibition; Cerulean-Runt/Venus-CBFb FRET ratio 530/480, 1 h; Q01196+Q13951; hit rate 0.46% among 220,000; inhibition, % at 20 µM;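 active = inhibition over about 50% at 20 µM in the single-dose screen, limit read from the data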;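 also: 0% = DMSO wells and 100% = excess unlabeled CBFb competitor control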
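Assay system: Cerulean-Runt domain fusion protein, energy donor; Signal: fluorescence energy transfer, 422 nm excitation, 530/480 nm emission; Timing: 1 h compound exposure, room temperature; Control set: unlabeled CBFb; Medium: Tris buffer pH 7.5 with salts and BSA; Compound: single test concentration of 20 µM, 1% DMSO final; Probe or stimulus: Venus-CBFb 100 nM.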
Tb hexokinase – blocks Trypanosoma brucei hexokinase 1 activity. recombinant TbHK1, G6PDH-coupled NADH A340. inhibition, % at 10 µM. hit rate 0.11% among 220,000. AID 1430;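 active = inhibition of 50% or more in the single-dose primary screen; inactive = inhibition below 50%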
* marks the source's active call; other numbers are inactive results; / = not tested or not shown; & = joins results of further samples; [ ] = remark or other dose.

RBBP9 inhibitor	NCF1 inh	EBV gp42 inh	Calpain2 inh	p97 ATPase inh	Runt-SMMHC FRET	Furin inhibitor	Runt-CBFb FRET	Tb hexokinase	structure
-6	-13	-9	-254	-8	-7	-4[20 µM]	1	-13	Cn1cnnc1SCC(=O)Nc1ccc2nc(SCc3ccccc3F)sc2c1
-6	-20	-10	-9	6	-1	-14[20 µM]	7	-5	O=C(CN1CCOCC1)Nc1nc2ccc(Br)cc2s1
1	/	/	/	5	/	22[20 µM]	/	-5	Cc1cc(SCC(=O)Nc2c(C)n(C)n(-c3ccccc3)c2=O)n2c(nc3ccccc32)c1C#N
1	-13	-3	-5	4	0	-28	0	-4	CCOC(=O)N1CCN(C(=O)CSc2nc3c(cnn3-c3ccccc3)c(=O)[nH]2)CC1
-14	-5	-12	-5	-4	4	-13[20 µM]	0	-1	CC(=O)Nc1ccc2c(c1)ncn2C
-1	-10	-5	-5	4	8	-24	2	-7	C/C(=N\NC(=O)CSc1nc(C)cc(C)n1)c1cccs1
-14&-12	-11&8	-5&-8	-6&-12	2&8	-2&3	-25&-15	1&3	4&1	O=C(Nc1cc(-c2ccccc2)[nH]n1)c1ccc(Cl)cc1
4	-15	-10	-7	4	-1	-6	0	-22	CCc1nc(NCCO)c(C#N)c2c1CCCC2
-4	-48	-5	54*	-7	-7	-14	1	-6	CSCc1cc(N2CCOCC2)nc(SCc2ccc(Cl)cc2Cl)n1
-14	-1	3	7	-2	-2	0	1	1	O=C(O)c1c[nH]c(=O)c2ccccc12
-9	-1	-2	2	-2	-7	-15	-1	3	COc1ccccc1OS(=O)(=O)c1ccc(NC(C)=O)cc1
3	-15	-29	7	9	-5	-14	3	-20	O=c1c(N2CCOCC2)c(N2CCOCC2)c1=O
-3	-14	-25	-126	6	73*	-22	24	1	Cc1cccc(/C=C(\C(=O)C(=O)O)c2ccc3ccccc3n2)c1
-9	-4	-2	-25	-10	-1	-25	-2	-5	O=C(Nc1cc2ccccc2oc1=O)c1ccccc1
-11	0	2	12	-6	-2	5	-1	14	CS(=O)(=O)N(CC(=O)NCc1ccc2c(c1)OCO2)c1cccc(Cl)c1
-7	3	7	11	5	-2	-31	3	3	CCOc1cc(C(=O)NC)cc(OCC)c1OCC
-4	-15	2	-2	-3	2	-30	-1	6	COc1ccc(C(=O)Nc2cccc(C)c2)cc1
6	2	-5	-6	1	3	-5	2	-7	Cc1c(=O)n(OCc2ccc(Cl)cc2)c2ccccc2[n+]1[O-]
-4	-9	-8	8	5	-3	/	1	/	CC(CCCCC(=O)Nc1ccc(C(F)(F)F)cc1)NCCc1cnc[nH]1 (stereo not drawn)
-4	-32	-7	-40	-2	3	-17	9	-15	CCOC(=O)c1c(NC(=S)Nc2cc([N+](=O)[O-])ccc2OC)sc2c1CCCCC2
-2	1	-16	-44	-1	16	10[20 µM]	4	-36	Cc1c(/C=C/C(=O)c2cccs2)cnn1C
3	-8	-15	24	0	1	-9	-2	0	CCOC(=O)NC(=O)C(=CNc1ccccc1OC)C(=O)NC(=O)OCC
1	-6	-2	3	1	1	-19	0	-3	CC1CN(C(=O)c2cccs2)CC(C)O1 (stereo not drawn)
-1	1	-7	-12	6	-3	-16	1	-2	Cc1c(NC(=O)C(C)OC(=O)c2cccc(S(=O)(=O)N(C)C)c2)c(=O)n(-c2ccccc2)n1C (stereo not drawn)
-5	-5	-15	15	6	1	-15	-2	-2	CC(C)CN(C(=O)COC(=O)c1ccc2ccccc2n1)C1CCS(=O)(=O)C1 (stereo not drawn)
-2	2	-11	-14	2	3	-8[20 µM]	-3	4	CCOc1ccccc1C(=O)NC1CC2CCCC(C1)N2Cc1ccccc1 (stereo not drawn)
14	-13	-14	2	-2	3	-20[20 µM]	-1	-6	O=C1c2ccsc2SCCN1Cc1ccccc1Cl
-6	-6	-3	-102	7	-4	-24	-12	-2	c1cnc2ccc(C(c3nnnn3C3CCCC3)N3CCN(c4nc5ccccc5s4)CC3)cc2c1 (stereo not drawn)
-8	-1	9	30	-7	2	-9	0	0	C/C(=N\NC(=O)c1ccccc1)c1ccc(NC(=O)c2cccs2)cc1
-3	-10	-6	-16	-1	-4	-8	2	-17	Cc1cc(=O)oc2c(C(=O)c3ccccc3)c(OCC(N)=O)ccc12
0	22	-40	6	-1	73*	-25[20 µM]	33	-26	COc1ccc(OC)c(C2C3=C(CCCC3=O)Nc3c2c(=O)n(C)c(=O)n3C)c1 (stereo not drawn)
-5	-32	-7	-28	3	-5	-14	-4	-17	O=C1c2cccc3c(N4CCOCC4)c([N+](=O)[O-])cc(c23)C(=O)N1c1cccc2ccccc12
1	-6	-5	-204	1	20	-30	5	-7	C=COC(=O)c1sc2nc(C)cc(C)c2c1N
-8	-21	-21	-7	2	2	-22[20 µM]	-2	1	O=c1[nH]c(CN2CCN(c3ccc(F)cc3)CC2)nc2ccccc12
-7	2	-7	23	2	-6	-6	7	-2	O=C(CSc1nnc(Cc2ccc(Cl)cc2)o1)Nc1ccccc1
-11	-1	7	27	3	1	-6	-1	33	O=C(CCc1ccccc1)NC(=S)Nc1cccc(Br)c1
-4	-9	-18	-5	0	2	-21	-2	5	COc1ccc(Br)cc1CNC(C)c1ccccc1 (stereo not drawn)
-7	-3	2	-7	2	-8	-22	-1	-5	OCCOCCOc1ccccc1OCCOCCO
-10	-13	-9	26	-5	-3	7	-9	-25	CCCc1cc(=O)oc2c3c(c4c(c12)OC(C)(C)C=C4)OC(C)C(C)C3O (stereo not drawn)
-9	-3	3	0	-2	-3	-9	4	13	COc1ccc(/C=N/N2CCN(C3c4ccccc4-c4ccccc43)CC2)cc1O
-9	-3	-2	18	-5	1	2	-2	8	Clc1ccc(CSc2ncnc3nc[nH]c23)cc1
-3	-18	12	6	-1	4	-21[20 µM]	-2	0	Cc1sc2nc(C3CCCCC3)nc(SCC(=O)N3CC(=O)Nc4ccccc43)c2c1C
-3	0	-10	-8	3	0	-14	2	-19	O=C(CC(=O)c1cccc([N+](=O)[O-])c1)Nc1ccccc1Cl
-8	2	-22	-13	2	/	-29	/	-20	Cc1cc(NCCN2CCOCC2)c2ccc3ccccc3c2n1
-10	-3	-6	11	8	1	-19	-1	6	COc1ccc(NC(=O)C2C(c3ccccc3)C2(Cl)Cl)cc1 (stereo not drawn)
-3	-4	-13	-22	-4	0	-19	-1	-2	Cc1cc(C)c(NC(=O)COC(=O)CCc2ccc(S(=O)(=O)N3CCCCC3)cc2)c(C)c1
6	0	-10	13	7	3	-19	1	0	O=C(Cc1ccc(Br)cc1)Nc1ccc(S(=O)(=O)NCC2CCCO2)cc1 (stereo not drawn)
-13	0	-6	6	4	6	-28	5	-26	Cc1noc(/C=C/N(C)C)c1S(=O)(=O)NC1CCCCC1
-3	-18	1	-19	-1	6	-11[20 µM]	-1	-3	COc1ccc(-c2noc(CCC(=O)Nc3ccc(C)c(C)c3)n2)cc1
-5	-20	-8	20	4	0	-17	/	5	O=C(Oc1ccccc1Cl)c1ccc(-n2cncn2)nc1
1	-1	-8	0	1	0	-22	0	5	Cc1cc(NC(=O)c2cc([N+](=O)[O-])ccc2Cl)no1
-7	-62	-23	-176	4	0	-17[20 µM]	1	-10	Cc1ccc(-c2noc(C3CCCN(S(=O)(=O)c4ccc5ccccc5c4)C3)n2)o1 (stereo not drawn)
-4	2	1	-4	-4	-1	-11	-4	5	Cn1cc(CCNC(=O)CC2C(=O)NCCN2Cc2cccc(Oc3ccccc3)c2)cn1 (stereo not drawn)
-4	3	-5	0	-3	1	-30	-1	-9	CCOC(=O)C1CCCN(Cc2nc(Cc3cccc(F)c3)no2)C1 (stereo not drawn)
-1	2	-14	-21	3	2	-33	0	2	COCCn1c(N)c(N(Cc2ccccc2)C(=O)Cc2ccccc2F)c(=O)[nH]c1=O
-8	2	-4	-8	0	0	-19	-1	6	CCOC(=O)Cc1csc(NC(=O)Cn2c(=O)oc3ccccc32)n1
-1	5	-10	22	10	-8	-11	4	-2	O=C(c1ccccc1)c1ccc(Sc2ccc([N+](=O)[O-])cc2)cc1
-8	-27	-10	13	-3	-1	-9	-3	2	CCc1ccc2oc(=O)cc(CN3CCC(C)CC3)c2c1
-2	-8	-6	12	8	-1	-4	-1	-20	O=C(O)c1ccc2c(c1Sc1ccccc1)C(=O)c1ccccc1C2=O
-1	-1	-10	-24	-4	0	-16[20 µM]	-7	-1	CC(=O)OC(C(=O)N1CCN(c2ccc(F)cc2)CC1)c1ccccc1 (stereo not drawn)

Following part
RBBP9 inhibitor	NCF1 inh	EBV gp42 inh	Calpain2 inh	p97 ATPase inh	Runt-SMMHC FRET	Furin inhibitor	Runt-CBFb FRET	Tb hexokinase	structure
-5	-12	-9	-34	7	-3	-22	-1	-4	COc1ccc(OC)c(C2C(C(N)=O)=C(C)Nc3nc(CCCO)nn32)c1 (stereo not drawn)
-12	-3	-9	28	4	1	-15[20 µM]	-1	0	Cc1cccc(-n2cnc(C(=O)N/N=C\c3ccc(Br)cc3)c2)n1
3	1	-16	-15	5	23	-17	35	-8	FC(F)(F)c1ccccc1NC(=S)Nc1cccc2cnccc12
-3	0	-5	-11	2	6	-10	-2	2	CCNC(=S)NCCN1CCOCC1
1	-5	0	9	0	2	-14[20 µM]	3	-6	Cc1ccc(C(=O)Cn2cnc3ccccc3c2=O)cc1C
-4	-5	-1	-26	2	-4	-18	2	3	Fc1ccc(NC(=S)NCc2ccccn2)cc1
-7	-2	-8	13	4	-5	-22	1	5	O=C(CSc1ccccn1)Nc1ccc(F)c([N+](=O)[O-])c1
-9	-4	-5	5	-1	1	1	0	18	Nc1nonc1C(=O)N/N=C/c1cccc([N+](=O)[O-])c1
-6	5	-7	14	5	0	-27	-2	-2	O=C(c1ccc(S(=O)(=O)Cc2ccccc2F)c([N+](=O)[O-])c1)N1CCCCCC1
-6	-14	-12	-22	3	3	-29[20 µM]	-2	1	CN(C(=O)COC(=O)c1ccc2c(c1)NC(=O)CS2)C1CCS(=O)(=O)C1 (stereo not drawn)
-9	-1	-6	-11	2	-2	7	-6	6	Cc1cc(C)cc(NC(=O)CSc2cc(C(=O)c3nccn3C)c3ccccc3n2)c1
-4	-18	-16	15	2	4	2[20 µM]	-1	-9	CCCCCn1c(SCC(=O)OCC)nc2cc(C(=O)N3CCC(C(N)=O)CC3)ccc2c1=O

Reformatted with two lines to a compound: part of the list above
Sequence of screens – RBBP9 inhibitor, NCF1 inh, EBV gp42 inh, Calpain2 inh, p97 ATPase inh, Runt-SMMHC FRET, Furin inhibitor, Runt-CBFb FRET, Tb hexokinase
CCNC(=S)NCCN1CCOCC1
→ -3, 0, -5, -11, 2, 6, -10, -2, 2
Cc1ccc(C(=O)Cn2cnc3ccccc3c2=O)cc1C
→ 1, -5, 0, 9, 0, 2, -14[20 µM], 3, -6
Fc1ccc(NC(=S)NCc2ccccn2)cc1
→ -4, -5, -1, -26, 2, -4, -18, 2, 3
O=C(CSc1ccccn1)Nc1ccc(F)c([N+](=O)[O-])c1
→ -7, -2, -8, 13, 4, -5, -22, 1, 5
Nc1nonc1C(=O)N/N=C/c1cccc([N+](=O)[O-])c1
→ -9, -4, -5, 5, -1, 1, 1, 0, 18
O=C(c1ccc(S(=O)(=O)Cc2ccccc2F)c([N+](=O)[O-])c1)N1CCCCCC1
→ -6, 5, -7, 14, 5, 0, -27, -2, -2
CN(C(=O)COC(=O)c1ccc2c(c1)NC(=O)CS2)C1CCS(=O)(=O)C1 (stereo not drawn)
→ -6, -14, -12, -22, 3, 3, -29[20 µM], -2, 1
